KOR beta-arrestin-1: KOR antagonists, beta-arrestin recruitment, cell-based, luminescence, uHTS (AID 1778); KOR beta-arrestin recruitment, luminescence, antagonist mode; higher % means a stronger effect; inhibition, % at 10 µM, or IC50 in µM where a hit was titrated; 290,000 compounds, 0.091% hits; in the data active = inhibition above about 50%; also: strong numbers were not always called active
NTR1 ag: agonists of NTR1, primary screen, imaging, U2OS cells, beta-arrestin-GFP, high content (AID 493036); P30989; NTR1-U2OS beta-arrestin-GFP spot imaging, agonist mode; activation, % at 20 µM; 330,000 compounds, 0.17% hits;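 active = activation at or above 40% of the spot to cytoplasm intensity ratio, with at least 20 cells analyzed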;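 also: 0% = DMSO without peptide and 100% = 100 nM NTR1 peptide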
Target sequence (P30989 whole entry, looked up): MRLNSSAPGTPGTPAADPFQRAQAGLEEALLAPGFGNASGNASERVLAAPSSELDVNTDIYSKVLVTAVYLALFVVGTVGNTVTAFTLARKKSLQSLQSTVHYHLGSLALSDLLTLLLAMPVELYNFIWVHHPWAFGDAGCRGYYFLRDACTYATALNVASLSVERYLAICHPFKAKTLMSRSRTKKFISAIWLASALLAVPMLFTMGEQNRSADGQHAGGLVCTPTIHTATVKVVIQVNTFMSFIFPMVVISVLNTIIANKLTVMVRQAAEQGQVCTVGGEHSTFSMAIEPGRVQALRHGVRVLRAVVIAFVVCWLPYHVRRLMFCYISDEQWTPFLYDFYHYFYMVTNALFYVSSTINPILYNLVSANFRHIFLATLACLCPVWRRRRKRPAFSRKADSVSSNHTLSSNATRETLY
KOR beta-arrestin-2: KOR agonists, beta-arrestin recruitment, primary screen, cell-based, luminescence, uHTS (AID 1777); KOR beta-arrestin recruitment, luminescence; higher % means a stronger effect; activation, % at 10 µM; hits with a dose series show EC50 in µM; 280,000 compounds, 0.02% hits; in the data active = activation above about 50%, passing the limit was not always enough; also: a part of the inactive calls stands beside numbers as strong as those of hits
GPR35 arrestin U2OS: GPR35 antagonists blocking zaprinast-driven arrestin recruitment, primary screen, imaging, U2OS, beta-arrestin-GFP, zaprinast agonist (AID 2058); U2OS GPR35 beta-arrestin-GFP translocation imaging, zaprinast antagonism; higher % means a stronger effect; 290,000 compounds, 0.052% hits; inhibition, % at 10 µM; hits with a dose series show IC50 in µM;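 active = inhibition of at least 50% with at least 30 cells and total cytoplasm GFP at most 10,000,000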
West Nile antiviral: West Nile virus antiviral activity, cell-based, CPE readout (AID 1621); West Nile virus-infected cells, CPE inhibition; higher % means a stronger effect; 290,000 compounds, 0.02% hits; one-dose CPE inhibition, % at 10 µM; IC50 in µM for titrated hits; in the data active = a potency from the dose series; also: strong numbers were not always called active
GPR55 beta-arrestin: GPR55 agonists via beta-arrestin recruitment, primary screen, imaging, U2OS cells, beta-arrestin-GFP redistribution (AID 1961); U2OS GPR55 beta-arrestin-GFP redistribution imaging; higher % means a stronger effect; activation, % at 10 µM, or EC50 in µM where a hit was titrated; 290,000 compounds, 0.048% hits;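 active = activation above 40% with more than 50 cells counted in the well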;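 also: U2OS osteosarcoma cells stably expressing GPR55 and beta-arrestin-GFP; plate controls were DMSO negative control for no effect and LPI positive control for full effect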
T cell HTS: modulates CD8 T cell binding to vesicles; 2C CD8+ T cell-vesicle binding, flow cytometry; active compounds read low; calls only at 7 µM; 330,000 compounds, 0.068% hits; AID 2052;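 active = response, share of CD8 T cells binding vesicles, and their 90th percentile fluorescence all below set limits, cut at about 80% in these data, passing the limit was not always enough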
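incubation = binding step 1.5 h, 37 °C, antibody labelling 20 min, ice | test system = 2C mouse CD8+ T cells | read-out basis = percent CD8+ FL2 mean versus row control | controls = Peptide-free naked vesicles (low) and QL9 vesicles with 0.7% DMSO vehicle (high) | detection = flow cytometry of vesicle-bound cells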
GPR55 LPI antagonism: GPR55 antagonists blocking LPI-driven arrestin recruitment, primary screen, imaging, U2OS, beta-arrestin-GFP, LPI agonist (AID 2013). U2OS GPR55 beta-arrestin-GFP translocation imaging, LPI antagonism; higher % means a stronger effect. inhibition, % at 10 µM; hits with a dose series show IC50 in µM. 290,000 compounds, 0.13% hits;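 active = spots per cell inhibited over 60%, with over 100 cells counted and total cytoplasm intensity under 500,000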;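 also: U2OS cells stably carrying GPR55 and arrestin-GFP stimulated by 5 µM LPI near EC80; imaged beta-arrestin-GFP aggregate spots per cell after agonist stimulation; plate controls were LPI-stimulated DMSO wells for no effect and DMSO wells without LPI for full effect; some results filed as inactive read as strong as hits; confirmed hits need IC50 under 10 µM and bright autofluorescent wells are also inconclusive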
PhoP inhibition: inhibitors of PhoP regulon expression, primary screen, Salmonella Typhimurium, GFP reporter (AID 1863) | S. Typhimurium PhoP-regulated promoter GFP reporter, 4 h; higher % means a stronger effect | inhibition, % at 50 µM; hits with a dose series show IC50 in µM | 300,000 compounds, 0.16% hits;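 active = inhibition over 29.93%, a cutoff 3 SD above the screen mean, later confirmed by dose response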;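 also: 0% = low Mg2+ inducing control and 100% = high Mg2+ repressing control; strong numbers were not always called active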
T cell HTS vesicle-bound %: further read-out of T cell HTS, marked with its call; double positive events, %; measured here: CD8+ vesicle-bound cell fraction;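 binding gate set so that unloaded-vesicle control wells show 10% double positive cells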
NTR1 ag cell count 20 µM: second read-out of NTR1 ag, no call of its own (marks repeat the call); cell count; measured here: cell count, cytotoxicity flag
* hit, by the source's call; i = inactive; . = not tested or not shown; [ ] = remark or other dose.

SMILES	KOR beta-arrestin-1	NTR1 ag	NTR1 ag cell count 20 µM	KOR beta-arrestin-2	GPR35 arrestin U2OS	West Nile antiviral	GPR55 beta-arrestin	T cell HTS	T cell HTS vesicle-bound %	GPR55 LPI antagonism	PhoP inhibition
COC(=O)c1ccc2c(=O)n(CC3CCCO3)c(SCC(=O)Nc3ccc(OC)cc3OC)nc2c1 (centres undefined)	-7%	7.0	57	1.4%	1%	-0.1%	-1.9%	i	16	-8%	-2%
O=C1C=CC(=O)N1c1ccc(OC(F)F)cc1	14%	.	.	1.8%	8%	0.1%	-0.2%	i	40	26%	14%
O=C(CSc1nc2ccccc2c(=O)n1CCCC(=O)N1CCCC1)NCc1ccco1	-33%	-0.1	87	4.8%	-2%	-0.2%	-0.2%	i	26	30%	-10%
Cc1ccc(-c2nc(SCC(=O)NCC3CCCO3)c(-c3ccc(C)cc3)[nH]2)cc1 (centres undefined)	-11%	0.3	55	0.2%	-1%	-0.4%	-0.3%	i	25	4%	5%
CCOC(=O)C1CCN(C(=O)CSc2ccccc2Cl)CC1	6%	1.0	55	-0.4%	0%	0.0%	-0.3%	i	62	5%	2%
CCN(CC)CCCN=Cc1c(O)n(-c2cccc(C)c2)c(=O)c2ccccc12	-14%	-0.9	61	5.3%	-10%	-0.1%	-0.3%	i	18	-4%	-9%
CCOC(=O)/C(C)=N/NC(=O)c1ccc([N+](=O)[O-])cc1	-12%	0.2	80	-5.1%	2%	0.7%	-0.3%	i	61	5%	-2%
Cc1ccc(C)c(NC(=O)c2cc(C)nc3ccccc23)c1	-20%[20 µM]	1.9	69	.	9%	-0.5%	-0.1%	i	63	-18%	8%
CCOC(=O)c1nc(NCc2ccccc2F)c2ccccc2n1	-6%	0.4	83	-2.5%	7%	-1.2%	-0.6%	i	59	3%	-2%
Cc1c(Cl)cccc1N/C(SCC(=O)N1CCCCCC1)=C(/C#N)c1nc2ccccc2s1	12%	14	67	2.3%	13%	-1.6%	0.0%	i	56	32%	-16%
NC(N)=NS(=O)(=O)c1ccc(NC(=S)NC(=O)/C=C/c2ccccc2)cc1	-25%[20 µM]	1.2	52	4.5%	-11%	-0.1%	-0.1%	i	59	8%	-6%
CCOC(=O)CC(=O)CSc1nc2c(cc1C#N)CCCCCC2	-50%	-2.4	74	-2.6%	-2%	0.6%	-0.2%	i	7	13%	8%

Given in CSV form: 2 of the compounds above.
structure,KOR beta-arrestin-1,NTR1 ag,NTR1 ag cell count 20 µM,KOR beta-arrestin-2,GPR35 arrestin U2OS,West Nile antiviral,GPR55 beta-arrestin,T cell HTS,T cell HTS vesicle-bound %,GPR55 LPI antagonism,PhoP inhibition
COC(=O)c1ccc2c(=O)n(CC3CCCO3)c(SCC(=O)Nc3ccc(OC)cc3OC)nc2c1 (centres undefined),-7%,7.0,57,1.4%,1%,-0.1%,-1.9%,i,16,-8%,-2%
O=C1C=CC(=O)N1c1ccc(OC(F)F)cc1,14%,.,.,1.8%,8%,0.1%,-0.2%,i,40,26%,14%

Next part
SMILES	KOR beta-arrestin-1	NTR1 ag	NTR1 ag cell count 20 µM	KOR beta-arrestin-2	GPR35 arrestin U2OS	West Nile antiviral	GPR55 beta-arrestin	T cell HTS	T cell HTS vesicle-bound %	GPR55 LPI antagonism	PhoP inhibition
COCC(=O)Nc1nnc(SCC(=O)NCc2cccs2)s1	-24%	0.3	81	0.5%	10%	0.6%	-0.3%	i	24	-8%	0%
CCCCCNc1nc2sc3c(c2c(=O)n1-c1cccc(Cl)c1)CCN(C)C3	-18%	2.4	66	-1.9%	-3%	0.2%	1.3%	i	58	10%	4%
Cc1ccccc1C1CC(c2cccs2)=NN1S(C)(=O)=O (centres undefined)	-15%[20 µM]	1.8	87	0.7%	-8%	-0.7%	-0.1%	i	53	2%	-4%
COc1ccccc1N(CC(=O)NC1CCCC1)S(=O)(=O)c1ccc(C)cc1	4%	2.9	48	0.2%	1%	-0.7%	0.0%	i	19	8%	-10%
Cc1occc1C(=O)Nc1cccc(C(=O)NCc2ccccc2)c1	19%	-0.5	69	-4.2%	-8%	0.2%	-0.1%	i	61	2%	2%
O=C(NC(C(=O)O)c1ccccc1)c1ccc(S(=O)(=O)N2CCOCC2)cc1 (centres undefined)	0%	-1.1	91	-1.7%	2%	-0.1%	0.2%	i	53	19%	-2%
Cc1ncoc1C(=O)Nc1ccc2c(c1)OCCO2	9%	-1.1	69	-0.2%	-7%	-0.1%	0.4%	i	15	31%	0%
COc1cc(C=C(c2nc3ccccc3s2)c2nc3ccccc3s2)cc(OC)c1O	-21%	-1.3	41	-1.5%	-15%	0.9%	0.1%	i	41	20%	15%
Cc1ccc(Cl)cc1NC(=O)Cn1cccc1	2%	-0.4	49	-2.1%	0%	-0.1%	0.0%	i	8	12%	-6%
COc1ccc(-c2nc(CNS(=O)(=O)c3ccc(OC)c(OC)c3)cs2)cc1	15%	0.6	41	-3.2%	17%	-0.3%	-0.3%	i	19	11%	-1%
O=C(C1CCCN1S(=O)(=O)c1cccc2nsnc12)N1CCCCC1 (centres undefined)	0%	0.1	61	1.1%	-4%	-0.2%	0.3%	i	16	2%	1%
O=S(=O)(NC1CCCCCCC1)c1cccs1	-25%	-0.9	71	11%	11%	-0.7%	-0.2%	i	6	-11%	4%
CC(=O)c1cccc(NC(=S)NCCC2=CCCCC2)c1	20%	0.8	40	1.7%	-7%	-0.1%	0.1%	i	54	8%	1%
Cn1c(Oc2ccc(Cl)cc2)c(C=O)c2ccccc21	5%	2.3	44	1.7%	-1%	-0.3%	-0.2%	i	42	6%	3%
CN1CCCC1CCNS(=O)(=O)c1ccc(Br)cc1 (centres undefined)	0%	-1.1	62	-3.2%	8%	0.1%	-0.5%	i	34	-4%	0%
O=C(C1CC(c2ccc(F)cc2)=NO1)N1CCN(c2ccccc2)CC1 (centres undefined)	-27%	1.2	96	6.3%	15%	0.1%	-0.1%	i	40	7%	13%
CCCC(=O)c1ccc2c(c1)OCCO2	-6%	0.1	57	0.5%	-9%	-0.4%	-0.1%	i	67	2%	2%
O=C(Nc1ccccc1)Nc1ccccc1C(=O)NCCCN1CCOCC1	-4%	0.9	65	-0.8%	3%	0.0%	-0.2%	i	27	8%	-8%
CCOC(=O)c1ccc(Nc2nnc(C(C)(C)C)c(=O)[nH]2)cc1	-12%	0.4	82	6.1%	4%	-0.2%	-0.1%	i	5	-6%	-6%
COc1ccc(NC(=O)CCN2C(=O)c3ccccc3C2=O)c(OC)c1	6%	1.4	62	-6.2%	2%	0.0%	-0.2%	i	42	5%	1%
COc1c(OC(C)=O)ccc(/C=C/c2ccc3cccc(OCc4ccccc4)c3n2)c1[N+](=O)[O-]	-3%	14	37	5.7%	3%	2.5%	0.0%	i	37	12%	8%
CC1(C)CC(=O)C2=C(C1)N(CCN1CCOCC1)C1=C(C(=O)CC(C)(C)C1)C2c1cccc(Cl)c1	23%	-1.5	55	-0.9%	0%	-1.1%	-0.1%	i	34	21%	9%
CC(C)CCNC(=O)c1ccc2nc[nH]c2c1	11%	0.2	46	2.1%	-9%	0.2%	0.5%	i	63	12%	9%
Cc1ccc(/C=C2\SC(=S)N(CC3CCCO3)C2=O)o1 (centres undefined)	11%	1.0	57	2.5%	3%	0.0%	0.4%	i	41	-10%	-3%
COc1ccc(CCNC2=NCCS2)cc1	-18%	-1.9	40	14%	-9%	.	-0.2%	i	44	1%	-1%
Cc1ccc(-c2nnc(N)s2)cc1	-7%	1.0	24	1.6%	-9%	-0.4%	-0.2%	i	34	-3%	-17%
Cc1noc(NS(=O)(=O)c2ccc(NC(=O)CSc3nnc4c(n3)[nH]c3ccccc34)cc2)c1C	17%	-0.9	60	-1.3%	.	0.8%	0.2%	i	7	0%	-13%
CCCCC1=CC2=CC(=O)C(C)(OC(=O)CCc3ccccc3)C(=O)C2=CO1 (centres undefined)	28%	-3.7	61	-2.8%	4%	0.3%	0.4%	i	35	4%	-7%
O=C(Nc1cccc(Cl)c1N1CCOCC1)c1cccnc1	-8%	0.2	44	5.2%	-16%	0.9%	-0.1%	i	36	-5%	2%
O=C(N/N=C/c1ccncc1)c1ccccc1[N+](=O)[O-]	40%	0.6	97	-3.4%	-1%	0.4%	-0.5%	i	37	-8%	0%
NC(=O)C1CCN(Cc2nc3ccccc3c(=O)[nH]2)CC1	-17%	1.5	79	-5.8%	-11%	0.2%	0.0%	i	42	-13%	-7%
O=C(COc1ccccc1)N=C1SC2CS(=O)(=O)CC2N1c1ccc(F)cc1 (centres undefined)	-28%	1.4	52	-2.4%	0%	-0.2%	-0.1%	i	19	-22%	5%
CC/C(=N\NC(=O)c1c[nH]c2ccccc12)c1cccs1	-55%	2.8	51	4.2%	0%	-1.3%	0.7%	i	36	-1%	-15%
CCCCOc1ccc(C(=O)OCC(=O)Nc2cc(C)on2)cc1	-12%	1.0	56	-4.9%	-5%	0.1%	-0.4%	i	40	13%	1%
COc1ccccc1Cn1c(=O)[nH]c2cccnc21	-1%	-1.1	35	2.7%	-3%	-0.2%	-0.1%	i	36	7%	11%
O=C(C1CCCN(c2ncnc3c2nc2n3CCCCC2)C1)N1CCN(c2ccc(Cl)cc2)CC1 (centres undefined)	-30%	19	44	4.4%	-5%	1.5%	0.3%	i	40	-8%	3%
COc1ccc(CN2CCC(c3nc4ccc(Cl)cc4[nH]3)CC2)cc1	20%[20 µM]	1.1	47	.	5%	-0.3%	-0.1%	i	4	11%	-5%
O=C(COC(=O)/C=C/c1ccccc1)NCCC1=CCCCC1	17%	0.6	77	-3.4%	5%	-0.1%	0.3%	i	16	0%	17%
O=CNCCc1nc2ccccc2n1CCc1ccccc1	-41%[20 µM]	-0.3	36	5.3%	-9%	0.0%	-0.2%	i	51	3%	-5%
CC(Oc1ccccc1)C(=O)N=C1SC2CS(=O)(=O)CC2N1c1ccccc1 (centres undefined)	-15%	0.4	68	0.0%	0%	0.1%	-0.2%	i	16	-9%	7%
Cc1[nH]c(=O)[nH]c(=O)c1NC(=O)CSc1ncccc1-c1nc2ccccc2[nH]1	0%	-1.0	57	1.3%	-6%	0.7%	0.9%	i	23	-2%	9%
COc1cc(C)ccc1OCc1cc(C(=O)NCc2ccncc2)no1	5%	-0.2	63	-1.4%	-8%	-0.9%	0.0%	i	35	-13%	15%
Cc1ccc(/C(O)=C/C(=O)C(=O)NC23CC4CC(CC(C4)C2)C3)cc1	12%	-1.2	42	1.7%	-4%	-0.1%	-0.1%	i	13	9%	9%
Cc1cc(C)n(Cc2n[nH]c(=S)n2Cc2ccccc2)n1	-4%	-0.4	31	-1.4%	2%	0.1%	-0.3%	i	44	-1%	-3%

Assay outcomes (PubChem)
